# GPR35 antagonists – GPR35 antagonists blocking zaprinast-driven arrestin recruitment, primary screen, imaging, U2OS, beta-arrestin-GFP, zaprinast agonist (AID 2058); actives 0.052% (n = 290,000); U2OS GPR35 beta-arrestin-GFP translocation imaging, zaprinast antagonism; higher % means a stronger effect; inhibition, % at 10 µM, or IC50 in µM where a hit was titrated;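 active means inhibition of at least 50% with at least 30 cells and total cytoplasm GFP at most 10,000,000; inconclusive means under 30 cells or total GFP of 10,000,000 plus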
# NOD1 NF-kB reporter – NOD1 signaling inhibitors, primary screen, cell-based, luminescence, uHTS (AID 1578); NOD1-driven NF-kB luciferase reporter cells, luminescence; higher % means a stronger effect; one-dose inhibition, % at 4 µM; EC50 in µM for titrated hits; actives 1% (n = 290,000); in the data active means inhibition mostly above about 36%, no sharp cut-off; inactive means mostly below about 34%;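 further: HEK-293T reporter cells stimulated with the NOD1 agonist gamma-tri-DAP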
# KOR beta-arrestin-1 – KOR agonists, beta-arrestin recruitment, primary screen, cell-based, luminescence, uHTS (AID 1777); one-dose activation, % at 10 µM; EC50 in µM for titrated hits; KOR beta-arrestin recruitment, luminescence; higher % means a stronger effect; actives 0.02% (n = 280,000); in the data active means activation above about 50%, passing the limit was not always enough; further: a part of the inactive calls stands beside numbers as strong as those of hits
# KOR beta-arrestin-2 – KOR antagonists, beta-arrestin recruitment, cell-based, luminescence, uHTS (AID 1778) | inhibition, % at 10 µM, or IC50 in µM where a hit was titrated | KOR beta-arrestin recruitment, luminescence, antagonist mode; higher % means a stronger effect | actives 0.091% (n = 290,000); in the data active means inhibition above about 50%; further: strong numbers were not always called active
# Dengue-2 NS5 capping – flavivirus cap methylation enzyme inhibition – biochemical, confirmation dose response, primary screen (AID 588689); Dengue-2 NS5 methyltransferase capping enzyme assay, biochemical; higher % means a stronger effect; one-dose inhibition, % at 25 µM; IC50 in µM for titrated hits; actives 0.3% (n = 340,000); in the data active means a potency from the dose series; inconclusive means inhibition above about 29% without an active follow-up result
# HIV peptide binding – inhibitors of HIV fusion peptide binding, primary screen, biochemical, uHTS, fluorescence dequenching (AID 1986); actives 0.3% (n = 290,000); inhibition, % at 20 µM; hits with a dose series show IC50 in µM; cell-free peptide binding, fluorescence dequenching, 30 min; higher % means a stronger effect; in the data active means inhibition mostly above about 52%, no sharp cut-off; inactive means mostly below about 76%; further: some results filed as inactive read as strong as hits
# GPR55 LPI antagonism – inhibition of LPI-stimulated GPR55 beta-arrestin translocation – imaging, U2OS, beta-arrestin-GFP, LPI agonist, primary screen (AID 2013); U2OS GPR55 beta-arrestin-GFP translocation imaging, LPI antagonism; higher % means a stronger effect; one-dose inhibition, % at 10 µM; IC50 in µM for titrated hits; actives 0.13% (n = 290,000);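 active means spots per cell inhibited over 60%, with over 100 cells counted and total cytoplasm intensity under 500,000; inconclusive means wells with under 100 cells, flagged as likely toxic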;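 further: U2OS cells stably carrying GPR55 and arrestin-GFP stimulated by 5 µM LPI near EC80; imaged beta-arrestin-GFP aggregate spots per cell after agonist stimulation; plate controls were LPI-stimulated DMSO wells for no effect and DMSO wells without LPI for full effect; some results filed as inactive read as strong as hits; confirmed hits need IC50 under 10 µM and bright autofluorescent wells are also inconclusive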
# West Nile antiviral – West Nile virus antiviral activity, cell-based, CPE readout (AID 1621); West Nile virus-infected cells, CPE inhibition; higher % means a stronger effect; actives 0.02% (n = 290,000); one-dose CPE inhibition, % at 10 µM; IC50 in µM for titrated hits; in the data active means a potency from the dose series; inconclusive means CPE inhibition mostly from about 3.7% at the one dose, without a potency; inactive means the rest, 99 in 100 with CPE inhibition below about 2.2%; further: strong numbers were not always called active
# GPR55 activation – selective activators of receptor GPR55 – imaging, U2OS cells, beta-arrestin-GFP redistribution, primary screen (AID 1961); U2OS GPR55 beta-arrestin-GFP redistribution imaging; higher % means a stronger effect; activation, % at 10 µM; hits with a dose series show EC50 in µM; actives 0.048% (n = 290,000);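 active means activation above 40% with more than 50 cells counted in the well; inconclusive means wells holding fewer than 50 cells, flagged as toxic or sparse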;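 further: U2OS osteosarcoma cells stably expressing GPR55 and beta-arrestin-GFP; plate controls were DMSO negative control for no effect and LPI positive control for full effect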
# Active calls of the source: *; ? = inconclusive; . = no result given; [ ] = another dose, or the depositor's remark.
SMILES,GPR35 antagonists,NOD1 NF-kB reporter,KOR beta-arrestin-1,KOR beta-arrestin-2,Dengue-2 NS5 capping,HIV peptide binding,GPR55 LPI antagonism,West Nile antiviral,GPR55 activation
COc1ccc(/C=N/N2C(=O)CSC2=S)cc1,-1%,-8%,-0.5%,11%,0%,1.3%,4%,0.0%,0.0%
O=C(C1CCN(S(=O)(=O)c2cnc[nH]2)CC1)N(CCc1ccccc1)Cc1ccccc1,0%,-9%,3.0%,-3%,-2%,-1.0%,2%,0.9%,0.0%
CCOC(=O)Cn1c(=O)c(-c2cc(Br)ccc2N)nc2ccccc21,-6%,-8%,4.0%,18%,?,146%,3%,-0.1%,-0.1%
CCCCCC(=O)NC(CC(=O)OC)c1ccc2c(c1)OCO2 (centres undefined),0%,-30%,-3.2%,5%,-1%,-1.2%,0%,-0.3%,0.1%
CCc1nn(CC(=O)N2CCN(CC)CC2)c(=O)c2cccn12,2%,-4%,.,-4%[20 µM],-7%,-2.4%,4%,-0.5%,1.3%
COc1ccc(-c2nc(SCC(=O)NCc3ccco3)c(-c3ccccc3)[nH]2)cc1OC,-5%,-21%,2.7%,18%,6%,1.3%,32%,1.4%,0.0%
COc1ccc(S(=O)(=O)NNC(=O)c2csc(-n3nc(C)cc3C(F)(F)F)n2)cc1OC,-8%,-35%,-3.1%,24%,-2%,-0.9%,6%,-0.4%,0.0%
CCOc1ccccc1Nc1nnc(SCC(=O)N2CCCC2)s1,9%,-12%,-0.7%,-32%,-6%,2.0%,8%,-0.7%,?
COCCNC(=O)CN(C(=O)CCC(=O)Nc1ccccn1)c1ccc(C)c(C)c1,4%,11%,-2.4%,-19%[20 µM],.,-1.6%,-12%,-0.6%,1.9%
CC1Oc2ccccc2C=C1/C=N/Nc1ccc(C(=O)O)cc1 (centres undefined),7%,-8%,-4.2%,-23%,7%,18%,8%,-0.2%,-0.2%
O=S(=O)(NC1CC1)c1ccc(S(=O)(=O)N2CCc3ccccc32)cc1,-6%,13%,0.5%,32%,-3%,-1.8%,24%,-1.1%,-0.1%
COC(=O)c1sccc1NC(=O)Nc1cccc([N+](=O)[O-])c1,4%,-24%,3.6%,-15%,-1%,-0.2%,-5%,-0.5%,-0.1%
CCOC(=O)C1CCCN(S(=O)(=O)c2c(C)[nH]c(C)c2C(=O)N2CCCC2)C1 (centres undefined),-14%,23%,4.1%,-13%,-2%,-0.4%,-20%,-0.2%,-0.1%
O=C(CSc1nnc(SCc2cccc3ccccc23)s1)Nc1ccc(C(=O)O)cc1,-7%,-55%,-5.0%,2%,.,35%,15%,-0.6%,0.2%
CCOc1ccc2nc(NC(=O)/C=C/c3ccc4c(c3)OCO4)sc2c1,-15%,3%,5.6%,-5%,4%,-2.8%,-3%,-0.9%,0.1%
O=C(CSc1ccc(-c2ccncc2)nn1)N1CCCC1,9%,-28%,-2.5%,-7%,-5%,-1.0%,-3%,-0.3%,-0.4%
COc1ccc2c(c1)C(=O)N(c1ccccc1)C(=O)C2,-9%,19%,3.7%,4%,-23%,9.3%,-5%,0.7%,0.2%
Nc1cccc(C(=O)Nc2ccco2)c1,13%,-15%,-1.1%,-5%,-3%,0.8%,-12%,0.1%,-0.1%
CNC(=S)NNC(=O)c1cccs1,-1%,-12%,-3.4%,26%,-12%,0.5%,9%,0.0%,-0.1%
NS(=O)(=O)c1ccc(Nc2nc(-c3cccnc3)cs2)cc1,8%,8%,-3.9%,-4%,-3%,-0.2%,-5%,-0.6%,-0.2%
CCCNC(=O)c1cc(-c2ccccc2)c(N2CCCCC2)s1,1%,-11%,-3.6%,-38%,-1%,2.1%,8%,-0.4%,0.0%
COCCCN1C(=O)C(=O)/C(=C(/O)c2ccc(S(=O)(=O)N3CCCCC3)cc2)C1c1ccc(O)cc1 (centres undefined),16%,-6%,-5.8%,-17%,4%,-2.5%,-6%,0.2%,-0.2%
COc1ccccc1CNC(=O)CCC1N=C2c3ccccc3N=C(SCC(=O)NCC3CCCO3)N2C1=O (centres undefined),2%,-15%,9.3%,-1%,0%,1.1%,0%,0.3%,0.5%
Clc1ccc(C2=NOC(c3nnc(-c4ccccc4)o3)C2)cc1 (centres undefined),6%,-1%,1.3%,23%,-10%,-0.5%,1%,-0.4%,-0.1%
Cc1ccc(-c2cc(C(=O)N/N=C/C=C/c3ccccc3)n[nH]2)o1,10%,41%,1.8%,-2%,-13%,-0.2%,6%,-0.9%,-0.2%
CCC(C)[C@H](NC(=O)[C@H](Cc1ccccc1)n1c(=O)[nH]c2ccccc2c1=O)C(=O)NCC1CCC(C(=O)O)CC1 (some centres undefined),7%,-28%,-4.9%,-13%[20 µM],-2%,0.5%,-5%,-0.7%,-0.1%
COc1ccc(CCNC(=O)CS(=O)(=O)c2cn(CC(=O)N(C(C)C)C(C)C)c3ccccc23)cc1OC,8%,-12%,0.9%,-5%,-4%,0.1%,19%,-0.8%,-0.1%
COCCNC(=O)c1ccccc1-c1ccccc1C(=O)O,15%,.,-3.2%,1%,3%,0.1%,8%,0.3%,1.5%
O=C1N/C(=N\N=C\c2cccs2)SC1Cc1cccc(Cl)c1 (centres undefined),-1%,45%,-0.5%,4%,-1%,0.4%,4%,0.0%,-0.2%
Nc1cc(OC(=O)c2c(F)cccc2Cl)nn1S(=O)(=O)c1ccccc1,-4%,-4%,4.5%,-5%,-4%,-0.8%,4%,0.9%,0.7%
CC(=O)Nc1ccc(OCC(O)Cn2ccnc2C)cc1 (centres undefined),2%,-13%,.,-31%[20 µM],-10%,1.1%,7%,0.0%,-0.1%
COc1cccc(OC(=O)CSc2nnc(-c3ccccc3Br)o2)c1,-7%,-13%,-5.3%,-29%,-9%,1.3%,8%,0.8%,0.3%
O=C1CCCN1CCC(=O)N1CCCC(N2CCN(c3ccccc3F)CC2)C1 (centres undefined),14%,-35%,-1.0%,2%,1%,1.6%,7%,0.1%,-0.1%
COCCCNCCOc1cc(C(C)C)ccc1C,3%,-14%,-1.5%,-15%,-1%,2.1%,8%,-0.5%,-0.3%
COc1cc(CCN2C(=O)c3cccc4cccc(c34)C2=O)c(S(=O)(=O)N2CCC(C)CC2)cc1OC,-2%,0%,-4.4%,-9%,-1%,1.2%,4%,0.0%,0.6%
NC(=O)c1ccc(NC(=O)Cn2c(=O)n(-c3ccccc3)c(=O)c3oc4ccccc4c32)cc1,-5%,-18%,-3.2%,-13%,-3%,1.2%,14%,0.5%,-0.2%
CCCC(=O)NC(c1ccc(N(C)C)cc1)c1ccc2cccnc2c1O (centres undefined),-9%,6%,6.7%,-7%[20 µM],-4%,-5.0%,28%,?,0.4%
CCOc1cc(C(=O)N/N=C\c2cn(CC)nc2C)cc(OCC)c1OCC,0%,36%,2.7%,-27%,1%,-1.7%,7%,-0.5%,-0.1%
Cc1cc(C)c(S(=O)(=O)N2CCC(C(N)=O)CC2)cc1C,4%,-3%,0.8%,-35%,1%,1.4%,-5%,-0.9%,-0.1%
O=C(NC1CCCC1)c1cnn2c(C(F)(F)F)cc(-c3ccc4c(c3)OCO4)nc12,-5%,-135%,-3.3%,-15%,-9%,-0.6%,2%,0.5%,0.3%

# Entries of single compounds, looked up by structure. Values in the order: GPR35 antagonists | NOD1 NF-kB reporter | KOR beta-arrestin-1 | KOR beta-arrestin-2 | Dengue-2 NS5 capping | HIV peptide binding | GPR55 LPI antagonism | West Nile antiviral | GPR55 activation
# Shown for O=C(NC1CCCC1)c1cnn2c(C(F)(F)F)cc(-c3ccc4c(c3)OCO4)nc12 → -5% | -135% | -3.3% | -15% | -9% | -0.6% | 2% | 0.5% | 0.3%
# Shown for CC(=O)Nc1ccc(OCC(O)Cn2ccnc2C)cc1 (centres undefined) → 2% | -13% | . | -31%[20 µM] | -10% | 1.1% | 7% | 0.0% | -0.1%
# Shown for NC(=O)c1ccc(NC(=O)Cn2c(=O)n(-c3ccccc3)c(=O)c3oc4ccccc4c32)cc1 → -5% | -18% | -3.2% | -13% | -3% | 1.2% | 14% | 0.5% | -0.2%

# (further entries)
SMILES,GPR35 antagonists,NOD1 NF-kB reporter,KOR beta-arrestin-1,KOR beta-arrestin-2,Dengue-2 NS5 capping,HIV peptide binding,GPR55 LPI antagonism,West Nile antiviral,GPR55 activation
CS(=O)(=O)N1CCC(C(=O)Nc2ccc(F)cc2)CC1,-8%,-23%,-7.2%,-43%[20 µM],-2%,-1.0%,4%,0.2%,0.0%
COCCN(C(=S)Nc1cccc(OC)c1)C1CCN(C(C)=O)CC1,10%,-25%,0.6%,18%,-2%,2.7%,0%,-0.2%,0.2%
CCOC(=O)N1CCN(C(=O)Cn2ncc3ccccc32)CC1,1%,-18%,-1.8%,-22%,-1%,4.3%,11%,-0.6%,0.5%
CC(=O)OCCNC(=O)c1cccnc1,12%,-20%,-9.2%,16%,-5%,-3.3%,2%,-0.3%,0.0%
O=C(NNS(=O)(=O)c1ccc([N+](=O)[O-])cc1)c1ccc2ccccc2c1O,1%,-16%,-2.4%,13%,36%,15%,14%,0.5%,-0.1%
Cc1cc(C(=O)Nc2sc(C)c(-c3ccc(F)cc3)c2C(N)=O)no1,8%,-62%,5.8%,-24%,0%,19%,-14%,0.1%,-0.1%
Cc1ccccc1Nc1nnc(C)c(=O)[nH]1,11%,-16%,-1.3%,16%,-7%,-1.8%,-8%,0.1%,0.2%
CCCS(=O)(=O)c1c(S(=O)(=O)CCC)c2c(C)cccn2c1C(=O)OC,7%,6%,0.2%,9%,-3%,-1.6%,.,0.6%,-0.1%
O=C(Cn1cc(Cl)c([N+](=O)[O-])n1)NCCC1=CCCCC1,5%,3%,-3.7%,1%,0%,-0.6%,4%,-1.5%,-0.1%
CC1CC(CC(=O)Nc2nc(-c3ccccc3)cs2)C(=O)O1 (centres undefined),-7%,-33%,-1.2%,0%,4%,-0.7%,4%,-0.5%,0.1%
CCC1CCCCN1c1nc(-c2cccc(OC)c2O)nc2ccccc12 (centres undefined),11%,3%,1.1%,-18%,3%,-2.1%,-1%,1.0%,0.4%
CSc1ccccc1OCc1cc(C(=O)NCc2cccc(C)n2)no1,-12%,-79%,-3.5%,-5%,-7%,-0.2%,3%,1.4%,-0.2%
O=C(COc1ccc(-c2ccccc2)cc1)NNC(=O)Nc1ccc(F)cc1F,3%,-24%,3.2%,15%,-5%,1.2%,13%,-0.8%,0.0%
O=C(N/N=C/c1ccc[nH]1)c1ccc(Cl)cc1,-3%,-32%,2.8%,-29%,-7%,4.9%,-3%,0.5%,0.0%
Cn1c(CNC(=O)c2ccco2)nnc1SCC(=O)c1ccc(F)cc1,5%,-13%,12%,-5%,-3%,0.7%,13%,-0.3%,-0.1%
CC(Sc1nc2sccc2c(=O)n1-c1ccccc1)C(N)=O (centres undefined),8%,-6%,-1.9%,2%,-3%,1.5%,3%,-0.5%,0.3%
C=CCN(CC=C)C(=O)Cn1cnc([N+](=O)[O-])n1,0%,-8%,-3.7%,10%,1%,-1.2%,-10%,0.0%,-0.2%

# Screening results as filed in PubChem BioAssay.

# A portion of the library; count on the stated rates, not on these rows.
